# Screening data as filed in PubChem BioAssay.
# bovine MsrA act: bovine methionine sulfoxide reductase A activation. purified bovine MsrA, absorbance read-out. hit rate 0.3% among 360,000. activation, % at 10.6 µM. AID 602163; in the data active = activation above about 7.5%;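 note: 0% = vehicle and 100% = reference activator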
# Neddyl block: cullin neddylation inhibition. P61081+Q13564. AID 651699. calls only at 25 µM. hit rate 0.58% among 360,000. TR-FRET cullin neddylation, biochemical; in the data active = inhibition above about 36%
# FAS-TE inh: blocks the thioesterase domain of human fatty acid synthase | hit rate 0.67% among 360,000 | inhibition, % at 15 µM | AID 602261 | recombinant FAS-TE, OMFH fluorogenic substrate, fluorescence endpoint | P49327;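 active = compounds whose normalised, plate-corrected inhibition of enzyme fluorescence in the single-dose primary screen is 50% or more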;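 note: 0% = DMSO with enzyme and 100% = substrate without enzyme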
# Rin1 Abl inh: blocks binding of human Rin1 to Abl; P00519+Q13671; TR-FRET Rin1/Abl binding, biochemical; inhibition, % at 7.35 µM; hit rate 0.4% among 360,000; AID 588664; in the data active = inhibition above about 5%, passing the limit was not always enough
# PABP1 MLLE inh: blocks PAM2 peptide binding to the PABP1 MLLE domain; P11940; GST-MLLE / FITC-PAM2 fluorescence polarization; inhibition, % at 20 µM; hit rate 0.36% among 360,000; in the data active = inhibition above about 35%, passing the limit was not always enough;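 note: plate controls were DMSO wells with GST-MLLE for no effect and wells lacking GST-MLLE protein for full effect; some results filed as inactive read as strong as hits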
# NRP1-CendR mod: modulators of CendR peptide binding to human neuropilin-1; inhibition, % at 25 µM; hit rate 0.85% among 360,000; AID 602438; FAM-RPARPAR peptide binding to NRP-1, fluorescence polarization;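 active = inhibition or corrected inhibition above about 18%, plus a signal ratio from 0.5 to 1.5, limit read from the data, passing the limit was not always enough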; note: strong numbers were not always called active
# SKN-1 inh: inhibitors of C. elegans SKN-1; hit rate 0.49% among 360,000; C. elegans VP596 Pgst-4::GFP/RFP ratio, acrylamide-induced, 24 h; AID 624304; inhibition, % at 21.8 µM;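 active = interference check ratio from 0.5 to 1.5 plus GFP to RFP signal ratio inhibition reaching or exceeding a fixed threshold, cut at about 30% in these data, passing the limit was not always enough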; note: some compounds called inactive have numbers as strong as hits
# E coli Lon inh: E. coli protease La inhibition | purified E. coli Lon protease, fluorescence polarization | inhibition, % at 7.94 µM | AID 602123 | hit rate 0.42% among 360,000; in the data active = inhibition above about 13%, passing the limit was not always enough;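 note: 0% = enzyme with probe and DMSO and 100% = no enzyme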
# Target sequence (P0A9M0 whole entry, looked up): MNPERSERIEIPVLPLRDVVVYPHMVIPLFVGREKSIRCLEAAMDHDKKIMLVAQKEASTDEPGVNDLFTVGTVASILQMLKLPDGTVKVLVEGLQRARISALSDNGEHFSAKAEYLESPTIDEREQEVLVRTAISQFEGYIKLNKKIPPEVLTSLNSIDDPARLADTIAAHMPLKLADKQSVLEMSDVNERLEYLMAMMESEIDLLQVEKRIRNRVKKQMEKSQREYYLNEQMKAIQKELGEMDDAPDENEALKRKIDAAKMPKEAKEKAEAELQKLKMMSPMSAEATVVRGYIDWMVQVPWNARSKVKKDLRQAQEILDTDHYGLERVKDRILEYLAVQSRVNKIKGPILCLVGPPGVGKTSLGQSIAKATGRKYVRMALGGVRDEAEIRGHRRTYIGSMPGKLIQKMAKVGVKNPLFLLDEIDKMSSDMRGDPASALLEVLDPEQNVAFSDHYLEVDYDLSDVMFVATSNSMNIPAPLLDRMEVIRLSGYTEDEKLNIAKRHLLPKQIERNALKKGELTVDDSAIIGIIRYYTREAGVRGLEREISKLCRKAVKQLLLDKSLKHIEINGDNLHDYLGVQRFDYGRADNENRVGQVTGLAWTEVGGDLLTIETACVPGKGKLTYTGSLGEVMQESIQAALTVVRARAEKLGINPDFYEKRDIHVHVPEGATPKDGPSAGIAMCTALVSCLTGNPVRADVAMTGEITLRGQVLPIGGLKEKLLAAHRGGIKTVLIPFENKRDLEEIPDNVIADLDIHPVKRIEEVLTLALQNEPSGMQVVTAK
# MT1-MMP act inh: MT1-MMP (human) activation inhibition; P50281; HT1080 RFP-PRO-GFP cells, GFP/RFP ratio fluorescence, overnight; percent of plate control window, DMSO zero; GFP/RFP ratio change, % at 20 µM; hit rate 0.061% among 360,000;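 active = GFP/RFP ratio change of at least 30% with cell ATP level not reduced by more than half and red fluorescence within 50% of control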; note: strong numbers were not always called active
#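 Material: RFP-PRO-GFP reporter HT1080 cells. Dosing: single-point 20 µM compound, 1% DMSO. Controls: DMSO and RFP-L50D-GFP cell wells. Timing: cells overnight before dosing, compound overnight, 37 °C, 5% CO2. Measure: GFP/RFP fluorescence ratio.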
# Active calls of the source: *; i = inactive; . = no result given; + = active, no number.
Structure	FAS-TE inh	E coli Lon inh	bovine MsrA act	Neddyl block	NRP1-CendR mod	PABP1 MLLE inh	SKN-1 inh	Rin1 Abl inh	MT1-MMP act inh
Cc1[nH]c2ccccc2c1C1(O)C(=O)N(Cc2ccc3c(c2)OCO3)c2ccccc21 (centres undefined)	4	9	-4	i	-5	22	6	-1	-7
COc1cccc(NC(=S)N2CCc3cc(OC)c(OC)cc3C2)c1	0	-5	-3	i	16	-123	4	-1	0
CCN(CC(=O)Nc1ccc(OC)cc1)C(=O)c1ccc(OCc2c(C)noc2C)cc1	-4	0	-3	i	-14	-1	-19	1	0
COc1ccc(NC(=O)CN(C)C(=O)c2ccccc2OCC(=O)Nc2cccc(C(F)(F)F)c2)cc1	0	5	-3	i	6	13	-5	-1	4
Cc1nc(N)ncc1-c1ccc2c(c1)OCO2	0	-5	-2	i	-2	-23	31	-1	-3
CCN(CC)C(=O)c1oc2ccc(S(=O)(=O)N3CC(C)CC(C)C3)cc2c1C (centres undefined)	12	1	-2	i	13	-14	21	2	-5
CNc1nc2c(-c3ccc(Cl)cc3)nnn2c2ccccc12	1	0	-1	i	-12	2	0	3	2
CCOc1ccc(NC(N)=O)cc1OCC	-6	6	-1	i	8	10	20	-3	2
COc1ccc(S(=O)(=O)N2CCSC2c2ccc(OC)c(OC)c2)cc1 (centres undefined)	3	-1	-8	i	8	16	-10	1	5
CC(=O)Nc1cccc(C(=O)OCc2ccccc2)c1	-4	6	-1	i	10	12	1	0	3
CC(C)c1ccc([C@@H]2O[C@H](CCc3ccccc3)CC3=C2C(=O)OC(C)(C)O3)cc1	23	8	-4	i	15	.	-5	.	1
COc1ccc(NC(=O)Nc2cccc3c2O[C@H](CN(C)S(=O)(=O)c2c(C)noc2C)[C@@H](C)CN([C@H](C)CO)C3=O)cc1	-7	-2	-2	i	-4	1	8	0	1
CCCC(c1nnnn1CS(=O)(=O)c1ccc(C)cc1)N1CCN(C2CCCC2)CC1 (centres undefined)	-5	5	-2	i	2	5	12	-1	-2
O=c1ccc(=O)n(-c2ccccc2)[nH]1	-5	9	-4	i	5	25	-10	0	2
CC(C)Oc1ccc(Cl)cc1Nc1nc(NCCO)nc(N2CCCC2)n1	14	6	-1	i	-7	6	0	2	6
Cn1c(-c2ccccc2)c(/C=N/NC(=O)c2cccnc2)c2ccccc21	2	-2	-5	i	-4	13	-11	0	2
COc1ccc(CC(=O)N2CCC(c3ccccc3)C2)cc1 (centres undefined)	-4	4	-4	i	-2	14	3	2	4
COc1ccc(CNC(=O)CN2CCC(n3nnc4cc(F)ccc43)CC2)cc1	2	-1	-6	i	0	-5	-3	3	-1
COC(=O)CN(C(=S)Nc1ccc(Cl)cc1)C1CC(=O)N(c2ccc(OC)cc2)C1=O (centres undefined)	9	-14	-14	i	6	-30	-37	0	-4
CN(C)C(=O)N1CCC(C(=O)NCc2cccs2)CC1	-8	-1	-1	i	-12	3	-9	3	0
Cc1ccc(NC(=O)CN2C(=O)NC(C)(CC(C)C)C2=O)cc1F (centres undefined)	-2	13	-3	i	16	-37	-10	-2	2
Cc1ccc(-c2cc3nc(C)cc(C)n3n2)cc1	-1	0	-3	+	3	-8	23	2	8
CC(=NNC(=S)N1CCCCC1)c1ccccn1	-5	19	-8	i	7	13	-4	-1	-4
CN(C(=O)COC(=O)c1ccc2c(c1)OCCO2)c1ccccc1	0	-14	-8	i	2	1	6	0	2
O=C(O)CSc1nnc(Nc2ccccc2)n1-c1ccccc1	-5	-3	-4	i	-2	-20	3	2	1
N#Cc1ccc(NC(=O)COC(=O)CCc2ccc(S(=O)(=O)N3CCCCC3)cc2)cc1	20	-4	-8	i	-24	10	0	1	2
O=C(CCNS(=O)(=O)c1cccc2nsnc12)N1CC(=O)N(CCc2ccccc2)C(=O)C1	-5	2	-3	i	7	5	-1	-5	2
COc1ccc(NC(=O)CN2C(=O)NC(C)(c3ccc4c(c3)OCO4)C2=O)cc1S(N)(=O)=O (centres undefined)	-7	-2	-1	i	6	4	19	0	0
COc1cc(C(=O)OCC(=O)NC2CC2)ccc1OCCC(C)C	2	0	-9	i	6	6	-4	-2	0
COc1ccc(Cl)cc1NC(=O)CCS(=O)(=O)c1ccc(C)cc1	6	5	-3	i	-2	-2	-1	0	8
N#CCCN(C(=O)COC(=O)c1ccc(S(=O)(=O)N2CCCCCC2)cc1)c1ccccc1	14	2	-1	i	0	3	4	-2	-2
COc1cc(OC)cc(C(=O)N2CCCc3ccccc32)c1	-1	2	-1	i	4	3	3	1	-3
CNc1ncnc2c1ncn2[C@H]1CN(Cc2cccc3ccccc23)C[C@@H](CO)O1	-6	-9	3	i	-4	2	-14	-4	1
COc1cc2c(cc1OC)CN(CC(=O)Nc1ccc3c(c1)OCO3)CC2	-1	-9	-5	i	-15	-32	3	2	-5
N#C/C(=C1/CCCCCN1)c1nnc2n1CCCCC2	-9	-3	-2	i	9	-1	8	5	3
Cc1ccc(C(=O)COC(=O)CN2C(=O)C3C4CCC(C4)C3C2=O)cc1[N+](=O)[O-] (centres undefined)	4	-10	-6	i	6	-4	-7	-1	4
O=C(Nc1cccc(F)c1)Nc1c[nH]c(=O)[nH]c1=O	-5	-5	1	i	-4	9	5	-1	1
CC(NC(=O)CNC(=O)[C@@H]1Cc2ccccc2CN1)c1ccccc1 (some centres undefined)	-7	3	-8	i	0	0	5	0	0
OCCOCCn1c(CCNc2nc(-c3ccc(Cl)cc3)cs2)nc2cc(Cl)c(Cl)cc21	32	-10	-1	i	36*	-56	-8	1	-3
CCOc1ccc(CCN2C(=S)N([C@@H](Cc3ccc(O)cc3)CN3CCC[C@@H]3CN3C(=S)NC[C@@H]3Cc3ccccc3)C[C@@H]2Cc2ccccc2)cc1	-77	-5	2	i	15	1	-3	4	-4
COc1ccc(C(=O)c2c[nH]c3ccccc23)cc1	-2	-13	-5	i	-129	7	11	1	-4
O=C(Nc1nc(-c2ccc(S(=O)(=O)N3CCCC3)cc2)cs1)c1ccco1	70*	1	-2	i	4	4	-8	-2	-4
O=C(OCC(=O)N1CCN(c2ccccc2)CC1)c1ccc([N+](=O)[O-])s1	6	10	8.9*	i	-4	3	24	-3	3
O=C(Cc1cccs1)Nc1nc(-c2ccc(F)cc2F)cs1	32	4	-11	i	-2	8	20	6	-5
Cc1cccc(N2CCN(S(=O)(=O)c3ccc4c(c3)C(C)(C)C(=O)N4C)CC2C)c1 (centres undefined)	16	4	1	i	1	0	2	6	-3
Cc1ccn(CCNC(=O)C2CCC(=O)N(CCc3ccc(Cl)cc3)C2)n1 (centres undefined)	-6	-1	-4	i	-3	-1	9	1	-1
c1ccc(-c2ccc(OCCN3CCOCC3)cc2)cc1	-3	-10	-2	i	-7	2	20	0	4
COc1ccc(C(=O)NNC(=S)NC(=O)c2cccc([N+](=O)[O-])c2)cc1	4	2	-3	i	-8	18	-9	-1	8
CCc1cc(=O)oc2cc(OCC(=O)N3CCC(C(=O)O)CC3)ccc12	-6	-9	-4	i	13	2	2	2	-1
CN1C(=O)NC(c2ccc(O)cc2)C(C(=O)c2cccs2)C1(O)C(F)(F)F (centres undefined)	-5	3	-11	i	10	-9	5	-4	3
COC(CNC(=O)c1ccc(-n2c(=S)[nH]c3ccccc3c2=O)cc1)OC	-4	6	-1	i	1	-4	-2	1	3
CC(C)CN(C(=O)CN1C(=O)NC(c2ccccc2)(c2ccccc2)C1=O)C1CCS(=O)(=O)C1 (centres undefined)	0	1	-2	i	11	2	-2	1	2
CN(C)CCCNC(=O)c1ccc2[nH]c3ccccc3c2c1	-3	1	-4	.	-6	2	-1	-2	13
COc1ccccc1CCC(=O)OC(C)C(=O)Nc1c(C)n(C)n(-c2ccccc2)c1=O (centres undefined)	-6	4	-2	i	1	17	-21	5	5
O=C(CNC(=S)N(Cc1ccccc1)Cc1cccnc1)NCCN1CCOCC1	-5	-3	-2	i	7	-61	3	-5	4
CCOC(=O)c1ccc(NS(=O)(=O)c2c(C)n[nH]c2C)cc1	-6	-6	-1	i	7	-8	1	0	0
O=C(COC(=O)c1cccc(N2C(=O)c3ccccc3C2=O)c1)Nc1ccccc1	0	-1	-2	i	1	-1	6	1	-1
CC(C)(C)c1ccc(NC(=O)c2ccc3c(c2)S(=O)(=O)c2ccccc2C3=O)cc1	0	-11	-1	i	-3	2	5	2	3
C/C(CC(=O)Nc1ccc(F)cc1)=N\NC(=O)COc1ccccc1	-5	3	-3	i	-2	1	11	-1	4
Cc1cccc(N(CC(=O)NCCSc2ccccn2)S(=O)(=O)c2ccccc2)c1	-4	-10	-2	i	-11	8	2	-1	2

# More records.
Structure	FAS-TE inh	E coli Lon inh	bovine MsrA act	Neddyl block	NRP1-CendR mod	PABP1 MLLE inh	SKN-1 inh	Rin1 Abl inh	MT1-MMP act inh
O=C(CNc1cccc(F)c1)N1CCc2ccccc2C1	11	-2	-6	i	-2	4	-7	-2	1
COc1ccccc1/C=C1\SC(=S)N(NS(=O)(=O)c2ccc(C)cc2)C1=O	5	5	-5	i	-36	13	4	-2	4
CCS(=O)(=O)c1ccc2oc(SCC(=O)N3CCCCC3)nc2c1	-1	2	-2	i	10	-13	4	2	0
CCc1c(C)nc(SCC(=O)NC2CCCC2)[nH]c1=O	-4	1	-2	i	4	2	3	-1	5
CN1CCC(N(C)S(=O)(=O)c2ccc(NC(=O)COc3ccc(F)cc3Cl)cc2)CC1	-4	0	0	i	11	-91	6	-1	-5
CN(C)c1cccc2c1C(=O)c1ccccc1C2=O	4	-5	-1	i	2	9	29	-16	17
Cc1ccc(NC(=O)COC(=O)c2cccnc2Cl)cc1S(=O)(=O)N1CCOCC1	-2	3	-5	i	14	6	-1	1	8
Cc1ccc2c(c1)C1CN(C)CCC1N2C(=S)NC(=O)c1ccc(Br)cc1 (centres undefined)	-1	-3	-3	i	18	-20	1	-1	-1
CCOC(=O)c1ccccc1NC(=O)C1CC(=O)N(C2CCCCC2)C1 (centres undefined)	0	-2	-1	i	4	10	31	-1	0
COc1ccccc1NC(=O)c1nn(-c2ccccc2)ccc1=O	-6	0	-4	i	-1	-2	-2	-3	4
Cc1cc([N+](=O)[O-])ccc1NC(=O)C[n+]1ccc(N(C)C)cc1	2	-4	-5	i	-4	3	3	-3	-4
CCCc1ccc(OCC(O)CN2CCc3ccccc3C2)cc1 (centres undefined)	8	-8	0	i	-2	-1	3	-2	-2
CN(C)Cc1ccc(F)cc1Sc1cc(Cl)ccc1Cl	19	11	-7	i	12	-1	2	2	-9
COc1ccccc1/C=C/C=N/n1c(C2CCCCC2)n[nH]c1=S	7	-3	-2	i	-4	-57	8	-5	1
C[C@@H]1NC(=O)/C(=C\c2ccccc2Cl)NC1=O	-6	-1	-3	i	-4	-12	-5	-2	2
CCCS(=O)(=O)N1CCN(C(=O)c2ccc(-c3ccccc3)cc2)CC1	2	1	-1	i	-1	-2	-6	0	1

# With a hit mark in NRP1-CendR mod, of those listed so far:
structure,E coli Lon inh,bovine MsrA act,Neddyl block,NRP1-CendR mod,PABP1 MLLE inh,SKN-1 inh,Rin1 Abl inh,MT1-MMP act inh
OCCOCCn1c(CCNc2nc(-c3ccc(Cl)cc3)cs2)nc2cc(Cl)c(Cl)cc21,-10,-1,i,36*,-56,-8,1,-3

# Sorted by the number under bovine MsrA act (highest first): three of the compounds above
Molecule	bovine MsrA act
CCS(=O)(=O)c1ccc2oc(SCC(=O)N3CCCCC3)nc2c1	-2
C[C@@H]1NC(=O)/C(=C\c2ccccc2Cl)NC1=O	-3
COc1ccccc1/C=C1\SC(=S)N(NS(=O)(=O)c2ccc(C)cc2)C1=O	-5
